Bioassay records deposited in PubChem BioAssay by National Center for Advancing Translational Sciences (NCATS).
EPAC1 ag – qHTS for Agonist of cAMP-regulated guanine nucleotide exchange factor 3 (EPAC1): primary screen; Rap guanine nucleotide exchange factor 3 (Homo sapiens), O95398; EPAC1 agonist qHTS, biochemical assay; response scale: 100% = response to 6.5 mM cAMP; Potency, µM (doses to about 154 µM), inactives show top-dose activation, most hits filed as activators; 360,000 tested, 0.073% active; AID 720707, 2013; further: potency means the concentration at half of the fitted maximal effect; nearly all actives have a fitted effect of over 60% in size
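Normalized to 6.5 mM cAMP, activity reflects EPAC1-catalysed release of BODIPY-GDP from Rap1B, followed kinetically over 30 min at 480 nm excitation, 540 nm emission. Reaction contained 100 nM EPAC1, 250 nM Rap1B-BODIPY-GDP, 50 uM GDP.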
WRN inhibitor – qHTS for Inhibitors of WRN Helicase. Bifunctional 3'-5' exonuclease/ATP-dependent helicase WRN (Homo sapiens), Q14191. WRN helicase unwinding, fluorescent forked duplex, kinetic. Potency, µM (top dose mostly 114 µM), for inactives: at the highest dose activity change, negative = inhibition, actives largely listed as inhibitors. 360,000 tested, 0.46% active. AID 651768, 2012; further: potency means the concentration at half of the fitted maximal effect; on the % scale 0 is the no-effect control and ±100 the full control effect; nearly all actives have a fitted effect of over 55% in size
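WRN at 20 nM final preincubated with compound 15 min at room temperature; reaction started with 100 nM fluorophore/quencher forked duplex oligonucleotide and 2 mM ATP final. Unwinding followed kinetically by red fluorescence (ex 525, em 598 nm).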
EPAC2 agonist – qHTS for Agonist of cAMP-regulated guanine nucleotide exchange factor 4 (EPAC2): primary screen | Rap guanine nucleotide exchange factor 4 (Homo sapiens), Q8WZA2 | EPAC2 activation, biochemical qHTS; response scale: 100% = 6.5 mM cAMP response | Potency, µM (top dose mostly 154 µM), without a hit: at the top dose activation, actives largely listed as activators | 360,000 tested, 0.079% active; further: potency means the concentration at half of the fitted maximal effect; nearly all actives have a fitted effect of over 50% in size
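Guanine nucleotide exchange by EPAC2 is measured as reduced fluorescence of BODIPY-GDP once it is released from 250 nM Rap1B. Plates are read kinetically for 30 min at room temperature; results are scaled to 6.5 mM cAMP.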
PI5P4K alpha inh – qHTS for Inhibitors of phosphatidylinositol 5-phosphate 4-kinase (PI5P4K) | Phosphatidylinositol 5-phosphate 4-kinase type-2 alpha (Homo sapiens), P48426 | PI5P4Kalpha enzyme, ADP-Glo luminescence, 60 min; stronger effect = lower value | max response, % | 330,000 tested, 1.2% active | AID 652105, 2013; active means max response of -50% or lower; inconclusive means between -30% and -50%; inactive means -30% or higher; further: value at the top dose of about 77 µM; on the % scale 0 is the no-effect control and ±100 the full control effect
Target sequence (P48426 whole entry, looked up): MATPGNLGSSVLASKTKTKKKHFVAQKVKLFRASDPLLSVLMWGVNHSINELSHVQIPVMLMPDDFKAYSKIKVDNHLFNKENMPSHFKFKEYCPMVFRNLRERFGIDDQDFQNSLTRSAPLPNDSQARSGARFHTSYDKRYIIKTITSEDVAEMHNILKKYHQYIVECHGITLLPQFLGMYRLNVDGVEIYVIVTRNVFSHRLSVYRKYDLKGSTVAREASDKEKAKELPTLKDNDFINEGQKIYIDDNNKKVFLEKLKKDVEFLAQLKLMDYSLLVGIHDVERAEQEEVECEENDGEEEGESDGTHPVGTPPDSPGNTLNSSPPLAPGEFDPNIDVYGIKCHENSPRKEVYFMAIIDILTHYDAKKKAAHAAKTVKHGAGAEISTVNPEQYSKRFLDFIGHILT
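Compounds were pin-transferred onto PI5P4Kalpha and substrate in HEPES pH 7.4 buffer with EGTA, CHAPS and 5% DMSO. ATP (5 microM final) started the reaction, which ran 60 minutes at room temperature before ADP-Glo detection.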
CCT chaperon mod – High-Throughput Screening for Modulators of Cytosolic Chaperonin Activity. activity change, % (concentration not given with the values), hits read low. AID 651819, 2012. purified chaperonin ATPase assay, HTRF ADP detection, 30 min. 360,000 tested, 0.3% active; in the data active means activity change below about -30%; further: on the % scale 0 is the no-effect control and ±100 the full control effect
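ATPase activity: ADP formed was measured by HTRF Transcreener (665/615 nm ratio) after 30 min at 37 deg C with 10 uM ATP. Compounds screened at one 76 uM concentration against 40 or 20 nM TRiC in Tris pH 7.4/KCl/MgCl2/DTT buffer.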
EPAC1 antagonist – qHTS for Antagonist of cAMP-regulated guanine nucleotide exchange factor 3 (EPAC1): primary screen; EPAC1 GEF assay, Rap1b-BODIPY-GDP exchange fluorescence; AID 720709, 2013; Potency, µM (titrated, usually from 115 µM), inactives show at the top dose activity change, negative = inhibition, usual class: inhibitors; 360,000 tested, 0.14% active; Rap guanine nucleotide exchange factor 3 (Homo sapiens), O95398;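 further: potency means the concentration at half of the fitted maximal effect; plate controls were vehicle for no effect and positive control for full effect; nearly all actives have a fitted effect of over 50% in size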
IL2 activator – qHTS of IL-2 Activators | AID 652025, 2013 | activation, % (series mostly up to about 46 µM) | IL-2 activation reporter assay, cell-based qHTS; stimulated with anti-CD3/CD4/CD28 beads; in transgenic mouse T cells | 360,000 tested, 0.065% active; in the data active means activation above about 50%; inconclusive means mostly about 30% to 49%; further: 0% is about no effect
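First, unstimulated transgenic mouse T cells were exposed to compound for 60 min. Next, anti-CD3/anti-CD4-coated beads with anti-CD28 were added. Finally, after 18 h at 37 degrees C, EGFP and DsRed were imaged.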
PLK1 PBD block – qHTS for Inhibitors of PLK1-PDB (polo-like kinase 1 - polo-box domain): Primary Screen; Serine/threonine-protein kinase PLK1 (Homo sapiens), P53350; Plk1 PBD binding of FITC phosphopeptide, fluorescence polarization; Potency, µM, for inactives: max response, negative = inhibition, actives largely listed as inhibitors; 360,000 tested, 2.8% active; further: potency means the concentration at half of the fitted maximal effect; series mostly up to about 57 µM; on the % scale 0 is the no-effect control and ±100 the full control effect; nearly all actives have a fitted effect of over 65% in size
Target sequence (P53350 whole entry, looked up, the tested form may be a part): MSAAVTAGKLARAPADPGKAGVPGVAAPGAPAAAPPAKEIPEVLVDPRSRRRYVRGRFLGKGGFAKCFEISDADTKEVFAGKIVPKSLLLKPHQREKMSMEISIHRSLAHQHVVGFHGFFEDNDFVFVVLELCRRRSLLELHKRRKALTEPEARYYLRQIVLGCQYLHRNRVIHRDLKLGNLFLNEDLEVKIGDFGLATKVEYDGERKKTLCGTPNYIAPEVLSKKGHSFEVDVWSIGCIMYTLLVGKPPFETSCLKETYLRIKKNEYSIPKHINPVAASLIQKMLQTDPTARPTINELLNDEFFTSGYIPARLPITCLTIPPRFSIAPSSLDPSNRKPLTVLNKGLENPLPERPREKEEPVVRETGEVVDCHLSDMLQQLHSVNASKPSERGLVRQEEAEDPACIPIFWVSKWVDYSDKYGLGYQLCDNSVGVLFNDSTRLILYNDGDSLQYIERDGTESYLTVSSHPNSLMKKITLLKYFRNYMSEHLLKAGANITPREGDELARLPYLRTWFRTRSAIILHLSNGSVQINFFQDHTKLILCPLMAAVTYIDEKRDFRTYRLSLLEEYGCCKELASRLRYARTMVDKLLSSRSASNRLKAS
* = called active by the depositor; [ ] = dose if it differs, or a comment. Unless noted, the call rests on the fitted dose curve; in most records, active means well fitted curve in the direction sought with a large enough effect; inconclusive means small, poorly fitted or top-dose-only effect, or another doubt; inactive means no such curve, though single readings can be large; an effect the other way counts as inactive or inconclusive. This is a subset; rates above refer to the full screens.

What do the screens show for `O=C(CN1CCN(S(=O)(=O)c2ccccc2)CC1)Nc1ccc(N2CCOCC2)cc1`?
EPAC1 ag: 2%; WRN inhibitor: -13%; EPAC2 agonist: 6%; PI5P4K alpha inh: -23; CCT chaperon mod: -0.8; EPAC1 antagonist: -2%; IL2 activator: -4.7; PLK1 PBD block: -8%

Results for CCCCNC(=S)NC(C)(C)CO ?
EPAC1 ag: 6%; WRN inhibitor: 5%; EPAC2 agonist: 2%; PI5P4K alpha inh: 3; CCT chaperon mod: -2.5; EPAC1 antagonist: -4%; IL2 activator: -2.1; PLK1 PBD block: -12%

How did COc1ccc(-c2csc(NC(=O)CSCC(=O)Nc3cc(C)on3)n2)cc1OC do in these assays?
EPAC1 ag: 4%; WRN inhibitor: -12%; EPAC2 agonist: 9%; PI5P4K alpha inh: 0; CCT chaperon mod: -1.4; EPAC1 antagonist: -17%; IL2 activator: -0.6; PLK1 PBD block: inconclusive

How did CC1CCN(S(=O)(=O)c2cccc(C(=O)NC3CCCC3)c2)CC1 do in these assays?
EPAC1 ag: -13%; WRN inhibitor: -19%; EPAC2 agonist: 2%; PI5P4K alpha inh: 5; CCT chaperon mod: -1.4; EPAC1 antagonist: -14%; IL2 activator: 0.3; PLK1 PBD block: -3%

How did COc1ccc(COC(=O)C2CCN(S(=O)(=O)c3ccc(OC)c(OC)c3)CC2)cc1 do in these assays?
EPAC1 ag: 14%; WRN inhibitor: -7%; EPAC2 agonist: 12%; PI5P4K alpha inh: 13; CCT chaperon mod: -0.4; EPAC1 antagonist: -14%; IL2 activator: -0.7; PLK1 PBD block: -10%

Results for O=C(NNC(=O)c1cccc2ccccc12)c1ccc2c(c1)OCO2 ?
EPAC1 ag: 1%; WRN inhibitor: -7%; EPAC2 agonist: 2%; PI5P4K alpha inh: -1; CCT chaperon mod: -3.4; EPAC1 antagonist: -5%; IL2 activator: 1.9; PLK1 PBD block: 2%

What do the screens show for `O=C(N/N=C/c1ccco1)c1cc(=O)[nH]c2ccccc12`?
EPAC1 ag: 8%; WRN inhibitor: -2%; EPAC2 agonist: 5%; PI5P4K alpha inh: -1; CCT chaperon mod: 1.5; EPAC1 antagonist: 1%; IL2 activator: -0.6; PLK1 PBD block: -7%

What do the screens show for `COc1ccc(C(=O)NC2CCN(C(=S)Nc3cccc(C)c3C)CC2)cc1`?
EPAC1 ag: 7%; WRN inhibitor: -5%; EPAC2 agonist: 5%; PI5P4K alpha inh: 2; CCT chaperon mod: 1.1; EPAC1 antagonist: -24%; IL2 activator: 0.4; PLK1 PBD block: -28%

How did CC(C)(C)C1CCC(=NNC(=S)Nc2cccnc2)CC1 (stereo not drawn) do in these assays?
EPAC1 ag: -2%; WRN inhibitor: 3%[57.1 µM]; EPAC2 agonist: -3%; PI5P4K alpha inh: 3; CCT chaperon mod: -0.7; EPAC1 antagonist: -17%; IL2 activator: 8.4; PLK1 PBD block: -2%

What do the screens show for `CC(C)(C)C(=O)/C=C/Nc1ccccc1O`?
EPAC1 ag: 1%; WRN inhibitor: -21%; EPAC2 agonist: -5%; CCT chaperon mod: 3.1; EPAC1 antagonist: 7%; IL2 activator: 1.2; PLK1 PBD block: 2%

How did COc1ccc(CCNC(=O)C2CCC(=O)N2S(=O)(=O)c2ccc(C)cc2)cc1 (stereo not drawn) do in these assays?
EPAC1 ag: 8%; WRN inhibitor: -2%; EPAC2 agonist: 7%; PI5P4K alpha inh: -2; CCT chaperon mod: -3.4; EPAC1 antagonist: 7%; IL2 activator: 0.6; PLK1 PBD block: 3%

How did COc1cccc(S(=O)(=O)NCc2ccc3c(c2)OCO3)c1 do in these assays?
EPAC1 ag: -10%; WRN inhibitor: 7%; EPAC2 agonist: 11%; CCT chaperon mod: -1.9; EPAC1 antagonist: -10%; IL2 activator: -1.5; PLK1 PBD block: -2%

How did N#CCn1c2ccccc2c2nc3ccccc3nc21 do in these assays?
EPAC1 ag: 4%; WRN inhibitor: -6%; EPAC2 agonist: 1%; PI5P4K alpha inh: 4; CCT chaperon mod: -6.8; EPAC1 antagonist: -9%; IL2 activator: 0.3; PLK1 PBD block: -17%

Results for CCCCCCCCNS(=O)(=O)CCNCCc1ccccc1 ?
EPAC1 ag: -13%; WRN inhibitor: -3%; EPAC2 agonist: -6%; PI5P4K alpha inh: 21; CCT chaperon mod: -2.0; EPAC1 antagonist: -17%; IL2 activator: -0.6; PLK1 PBD block: -6%

What do the screens show for `COc1ccc(/C=C2/SC(=O)N(CCNC(=O)C3CCCN3C(=O)c3cccs3)C2=O)cc1` (stereo not drawn)?
EPAC1 ag: 11%; WRN inhibitor: -1%; EPAC2 agonist: 1%; PI5P4K alpha inh: 1; CCT chaperon mod: 0.1; EPAC1 antagonist: 4%; IL2 activator: 5.8; PLK1 PBD block: -5%

What do the screens show for `CCOC(=O)c1ccc(NC(=O)C(=O)NCCc2ccc(OC)cc2)cc1`?
EPAC1 ag: 7%; WRN inhibitor: 0%; EPAC2 agonist: 3%; PI5P4K alpha inh: 0; CCT chaperon mod: 0.8; EPAC1 antagonist: -22%; IL2 activator: -1.8; PLK1 PBD block: -5%

What do the screens show for `CCCN1CCN(C(=O)c2noc3c2COc2ccc(C)cc2-3)CC1`?
EPAC1 ag: 1%; WRN inhibitor: -1%; EPAC2 agonist: -5%; PI5P4K alpha inh: 0; CCT chaperon mod: 0.1; EPAC1 antagonist: -17%; IL2 activator: -3.0; PLK1 PBD block: -4%

How did CCCc1c(C(=O)N/N=C(\C)c2cccnc2)nnn1-c1nonc1N do in these assays?
EPAC1 ag: -2%; WRN inhibitor: -7%; EPAC2 agonist: -7%; PI5P4K alpha inh: -2; CCT chaperon mod: 1.4; EPAC1 antagonist: -14%; IL2 activator: 0.5; PLK1 PBD block: 2%

Results for O=C1C=C(OCCF)CC(c2cccc([N+](=O)[O-])c2)O1 (stereo not drawn) ?
EPAC1 ag: 12%; WRN inhibitor: -9%; EPAC2 agonist: 7%; PI5P4K alpha inh: 11; EPAC1 antagonist: 8%; IL2 activator: -0.3; PLK1 PBD block: -7%

How did c1ccc2c(c1)Cn1nc(Cc3nc4c(s3)CCCC4)nc1-2 do in these assays?
EPAC1 ag: 3%; WRN inhibitor: -4%; EPAC2 agonist: 4%; PI5P4K alpha inh: -15; CCT chaperon mod: 3.1; EPAC1 antagonist: -9%; IL2 activator: 1.0; PLK1 PBD block: -10%

What do the screens show for `O=C(NC1C2CC3CC(C2)CC1C3)C1CCCCC1` (stereo not drawn)?
EPAC1 ag: 3%; WRN inhibitor: -4%; EPAC2 agonist: 2%; PI5P4K alpha inh: 1; CCT chaperon mod: 3.4; EPAC1 antagonist: -1%; IL2 activator: -0.8; PLK1 PBD block: -2%

Results for CC(C)Cc1ccc(C(=O)Nc2ccc(Cc3ccncc3)cc2)o1 ?
EPAC1 ag: -7%; WRN inhibitor: 15%; EPAC2 agonist: 3%; PI5P4K alpha inh: 1; CCT chaperon mod: -0.3; EPAC1 antagonist: -8%; IL2 activator: -4.3; PLK1 PBD block: -13%

Results for Cc1cc(C)c(NC(=O)CSc2nnnn2-c2cccnc2)c(C)c1 ?
EPAC1 ag: 7%; WRN inhibitor: -2%; EPAC2 agonist: 9%; PI5P4K alpha inh: -1; CCT chaperon mod: -0.8; EPAC1 antagonist: -17%; IL2 activator: 0.3; PLK1 PBD block: -5%

How did Nc1nonc1NC(=O)CSc1nc2ccccc2s1 do in these assays?
EPAC1 ag: 4%; WRN inhibitor: -10%; EPAC2 agonist: 3%; PI5P4K alpha inh: -5; CCT chaperon mod: -0.2; EPAC1 antagonist: -3%; IL2 activator: 0.1; PLK1 PBD block: inconclusive

Results for CC(C)(C)NC(=O)CCCCCCCC(=O)NC(C)(C)C ?
EPAC1 ag: -6%; WRN inhibitor: 2%; EPAC2 agonist: 0%; PI5P4K alpha inh: 1; CCT chaperon mod: -0.7; EPAC1 antagonist: -23%; IL2 activator: -0.9; PLK1 PBD block: -10%

Results for COc1ccccc1NS(=O)(=O)c1ccc(C(=O)NCC(c2ccccc2OC)N(C)C)cc1 (stereo not drawn) ?
EPAC1 ag: -9%; WRN inhibitor: -17%; EPAC2 agonist: -1%; PI5P4K alpha inh: -7; CCT chaperon mod: 2.2; EPAC1 antagonist: -7%; IL2 activator: -3.4; PLK1 PBD block: 3%

How did Cc1c(CN(C)C)c2c(n1Cc1ccccc1)C(=O)c1ccc(Br)cc1-2 do in these assays?
EPAC1 ag: 12%; WRN inhibitor: -9%; EPAC2 agonist: 3%; PI5P4K alpha inh: 0; CCT chaperon mod: 0.1; EPAC1 antagonist: -8%; IL2 activator: -3.7; PLK1 PBD block: -6%

How did CN1CCn2c1nc(N1CCCCC1)nc2=O do in these assays?
EPAC1 ag: -4%; WRN inhibitor: 4%; EPAC2 agonist: 5%; PI5P4K alpha inh: -8; CCT chaperon mod: 0.9; EPAC1 antagonist: 16%; IL2 activator: -1.5; PLK1 PBD block: -8%

Results for O=C(CN1CCC(NC(=O)c2cccc(F)c2)CC1)NCc1ccccc1F ?
EPAC1 ag: 1%; WRN inhibitor: -2%; EPAC2 agonist: 1%; PI5P4K alpha inh: 8; CCT chaperon mod: 0.1; EPAC1 antagonist: 0%; IL2 activator: -0.4; PLK1 PBD block: 0%

What do the screens show for `COC(=O)C1CC(Cl)CN1c1ncc(C(F)(F)F)cc1Cl` (stereo not drawn)?
EPAC1 ag: 2%; WRN inhibitor: -4%; EPAC2 agonist: 9%; PI5P4K alpha inh: 0; CCT chaperon mod: 0.3; EPAC1 antagonist: -8%; IL2 activator: -0.5; PLK1 PBD block: -18%
